High-throughput results (PubChem BioAssay)
TDP1 cell noCPT: qHTS for Inhibitors of human tyrosyl-DNA phosphodiesterase 1 (TDP1): qHTS in cells in absence of CPT. Potency, µM (highest dose often 46.2 µM), for inactives: at the highest dose activity change, negative = growth inhibition, most hits filed as inhibitors. 15% of 420,000 active. DT40 Tdp1-/- hTDP1 cells, no CPT, ATP luminescence, 48 h; further: nearly all actives have a fitted effect of over 55% in size
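Stably hTDP1-transfected Tdp1-null chicken DT40 cells were treated with library compounds minus camptothecin and grown for at least 48 hr at 37 °C, after which cellular ATP was quantified by luminescence.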
TDP1 block: inhibitors of human tyrosyl-DNA phosphodiesterase TDP1 | Potency, µM (series often up to 130 µM), without a hit: at the highest dose activity change, negative = inhibition, usual class: inhibitors | Q9NUW8 | recombinant TDP1, AlphaScreen DNA substrate cleavage | 0.28% of 350,000 active; further: nearly all actives have a fitted effect of over 40% in size
Target sequence (Q9NUW8 whole entry, looked up): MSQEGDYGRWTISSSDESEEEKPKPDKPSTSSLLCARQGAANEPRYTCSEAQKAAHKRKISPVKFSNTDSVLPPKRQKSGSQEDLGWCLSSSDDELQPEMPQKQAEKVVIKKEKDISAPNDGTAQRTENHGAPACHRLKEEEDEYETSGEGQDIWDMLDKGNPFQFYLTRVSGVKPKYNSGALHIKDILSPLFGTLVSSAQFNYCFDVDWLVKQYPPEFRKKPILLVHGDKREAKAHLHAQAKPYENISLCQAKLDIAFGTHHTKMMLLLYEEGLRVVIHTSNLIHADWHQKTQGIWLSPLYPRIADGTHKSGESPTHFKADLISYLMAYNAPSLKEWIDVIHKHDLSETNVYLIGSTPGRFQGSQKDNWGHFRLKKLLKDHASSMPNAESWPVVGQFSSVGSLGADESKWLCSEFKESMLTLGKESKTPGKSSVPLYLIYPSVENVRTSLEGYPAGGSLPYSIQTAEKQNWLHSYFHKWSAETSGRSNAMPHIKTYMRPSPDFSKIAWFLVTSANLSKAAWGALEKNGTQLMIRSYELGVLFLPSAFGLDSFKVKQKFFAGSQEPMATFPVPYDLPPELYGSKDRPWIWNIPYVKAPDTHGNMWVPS
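Recombinant E. coli-expressed Tdp1 (1 nM) preincubated with compound 15 min at RT, then 5'-biotin/3'-phosphotyrosine-FITC DNA substrate (15 nM) added for 5 min. AlphaScreen beads (10 ug/ml) added, 10 min RT; tyrosine-FITC cleavage read as signal loss.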
DT40 TDP1 CPT: DT40-hTDP1 cell growth loss with CPT; chicken DT40 Tdp1-/-;hTDP1 cells + 20 nM CPT, ATP luminescence, 48 h; 12% of 420,000 active; AID 686979; Potency, µM (series often up to 46.2 µM), for inactives: at the highest dose activity change, negative = growth inhibition, usual class: inhibitors; further: nearly all actives have a fitted effect of over 55% in size
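Chicken DT40 Tdp1-/- cells stably complemented with human TDP1 were seeded at 400 cells/well in medium containing 20 nM camptothecin, exposed to pin-transferred compounds, and grown at 37 °C for at least 48 hr. Viability was read as ATP luminescence.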
Numbers without * were called inactive; ? = inconclusive; / = not tested or not shown; & = joins results of further samples; ! = a repeat was not active; [ ] = remark or other dose. The call rests on the fitted dose curve; in most records, active means well fitted curve in the direction sought with a large enough effect; inconclusive means small, poorly fitted or top-dose-only effect, or another doubt; inactive means no such curve, though single readings can be large; an effect the other way counts as inactive or inconclusive. On the % scale 0 is the no-effect control and ±100 the full control effect; potency means the concentration at half of the fitted maximal effect.

SMILES,TDP1 cell noCPT,TDP1 block,DT40 TDP1 CPT
CN1C(=O)C(O)(C2COC(C)(C)CC2=O)c2ccccc21 (configuration not stated),9.2µM*,3%,15µM*
CN(C)CCOC(=O)C1(c2ccccc2)CCOCC1,-9%&-5%,2%&-2%,3%&-12%
CCC(CC)c1nnc(NC(=O)C2=NNC(=O)CC2)s1,-17%,0%,4%
CC(=O)Nc1ccc(OS(=O)(=O)c2ccc([N+](=O)[O-])cc2)cc1,16µM*,0%,18µM*
N#Cc1ccc(/C=C/C(=O)c2cccnc2)cc1,15µM*,8%,10µM*
COc1cc(/C=C2/SC(=O)NC2=O)ccc1Oc1ccc([N+](=O)[O-])cc1[N+](=O)[O-],?,-1%,?
COc1ccc(S(=O)(=O)N2CCOCC2)cc1C(=O)NCC(c1ccccc1)c1ccccc1,?,/,?
Cc1ccc2nc3c(cc(C(=O)NCC4CCCO4)c(=N)n3CCCOC(C)C)c(=O)n2c1 (configuration not stated),-17%,3%,-2%

More entries follow:
SMILES,TDP1 cell noCPT,TDP1 block,DT40 TDP1 CPT
COCCCNC(=O)C1CCC(CNS(=O)(=O)c2ccc(OC)cc2)CC1 (configuration not stated),1%&0%,2%&5%,-2%&-2%
CCN(CC(O)c1cccc(O)c1)C(=O)C12CC3CC(CC(C3)C1)C2 (configuration not stated),?,/,?
Cc1ccc(C2(C)NC(=O)N(CC(=O)Nc3ccc(Cl)c(S(=O)(=O)N4CCCCC4)c3)C2=O)cc1 (configuration not stated),18µM*,1%,?
CO[C@H]1[C@H](NC(=O)C(C)C)c2ccccc2C12CCN(Cc1c(C)nn(C)c1Cl)CC2,-12%,/,5%
Cc1cc(C)c2c(CN3CCC(C)CC3)cc(=O)oc2c1,-14%,/,12%
O=C(O)c1cnn(-c2ccccc2)c1-n1cccc1,-21%,-5%,-28%
CCCCCn1c(=O)[nH]c2cc(C(=O)NCCCN(C)Cc3ccccc3)ccc2c1=O,-27%,1%,-30%
COc1cccc(-c2c(C(=O)N/N=C/c3sccc3C)nnn2-c2nonc2N)c1,4%,1%,-8%

(continued)
SMILES,TDP1 cell noCPT,TDP1 block,DT40 TDP1 CPT
COC(C(=O)NCc1ccccc1C)c1ccccc1 (configuration not stated),8%,5%,-5%
Cc1ccc(NC(=O)/C(=C/c2ccc([N+](=O)[O-])cc2)NC(=O)c2ccccc2)cc1,?,-5%,?
Cc1c(O)ccc2c(CC(=O)N[C@@H](Cc3ccccc3)C(=O)O)cc(=O)oc12,-18%,/,7%
CN(C)c1ccc(CNC(=O)CN2C(=O)c3cccnc3Oc3ccc(Cl)cc32)cc1,?,2%,?
CSc1ccccc1NC(=O)CN1CCN(S(=O)(=O)c2ccccc2[N+](=O)[O-])CC1,-7%,3%,-1%
CC(O)CNc1cc(N)c([N+](=O)[O-])cc1[N+](=O)[O-] (configuration not stated),-11%,4%,14%
CCOCCCn1c(SCC(=O)NC2CCCC2)nc2ccccc2c1=O,?,1%,?
Cc1cc(C)c2sc(N(CCCN(C)C)C(=O)c3ccc(Br)s3)nc2c1,15µM*,6%,?

(listing goes on)
SMILES,TDP1 cell noCPT,TDP1 block,DT40 TDP1 CPT
O=C(NCCN1CCOCC1)c1cc(Sc2cccc(Cl)c2)nc2ccccc12,?,3%,-34%
Cc1ccc(C)c(NC(=O)CSc2nnc(-c3ccccc3)o2)c1,1%,1%,1%
COC(=O)c1ccc(COc2ccc(/C=N/Nc3nc(C)cc(=O)[nH]3)cc2)cc1,-24%,1%,-19%
CCOC(=O)c1[nH]c2ccc(C)cc2c1N,?,2%,?
Cc1cc(OCC(=O)Nc2cc(-c3nc4ccccc4[nH]3)ccc2C)ccc1Cl,7.3µM*,-1%,15µM*
CCC(=O)OCC(=O)c1cc(C)n(-c2ccc(Br)cc2)c1C,?,2%,-2%
CCC(CC)C(=O)NCCc1cc2ccc(C)cc2[nH]c1=O,-26%,0%,-1%
COc1ccc(CCNC(=O)CCCOc2cccc(C)c2C)cc1OC,?,/,?

Given with values under each structure: 12 of the compounds above
Under each structure – TDP1 cell noCPT, TDP1 block, DT40 TDP1 CPT
> Cc1c(O)ccc2c(CC(=O)N[C@@H](Cc3ccccc3)C(=O)O)cc(=O)oc12
→ -18%, /, 7%
> CN(C)c1ccc(CNC(=O)CN2C(=O)c3cccnc3Oc3ccc(Cl)cc32)cc1
→ ?, 2%, ?
> CSc1ccccc1NC(=O)CN1CCN(S(=O)(=O)c2ccccc2[N+](=O)[O-])CC1
→ -7%, 3%, -1%
> CC(O)CNc1cc(N)c([N+](=O)[O-])cc1[N+](=O)[O-] (configuration not stated)
→ -11%, 4%, 14%
> CCOCCCn1c(SCC(=O)NC2CCCC2)nc2ccccc2c1=O
→ ?, 1%, ?
> Cc1cc(C)c2sc(N(CCCN(C)C)C(=O)c3ccc(Br)s3)nc2c1
→ 15µM*, 6%, ?
> O=C(NCCN1CCOCC1)c1cc(Sc2cccc(Cl)c2)nc2ccccc12
→ ?, 3%, -34%
> Cc1ccc(C)c(NC(=O)CSc2nnc(-c3ccccc3)o2)c1
→ 1%, 1%, 1%
> COC(=O)c1ccc(COc2ccc(/C=N/Nc3nc(C)cc(=O)[nH]3)cc2)cc1
→ -24%, 1%, -19%
> CCOC(=O)c1[nH]c2ccc(C)cc2c1N
→ ?, 2%, ?
> Cc1cc(OCC(=O)Nc2cc(-c3nc4ccccc4[nH]3)ccc2C)ccc1Cl
→ 7.3µM*, -1%, 15µM*
> CCC(=O)OCC(=O)c1cc(C)n(-c2ccc(Br)cc2)c1C
→ ?, 2%, -2%

Next section
Molecule,TDP1 cell noCPT,TDP1 block,DT40 TDP1 CPT
Cc1cc(=O)[nH]c(/N=C(\N)Nc2ccc(SC(F)F)cc2)n1,?,5%,?
Cc1ccc(C(=S)NCS(=O)(=O)c2ccc(C)cc2)cc1,13µM*,12%,13µM*
CCOC(=O)c1c(C)oc2ncnc(N3CCN(c4ccc(C)cc4C)CC3)c12,23µM*,1%,21µM*
CCOC(=O)c1cc(C(C)(C)C)oc1CNC(=O)c1c(C)oc2c1CCCC2,?,2%,?
CC(=O)Nc1ccc(S(=O)(=O)NCc2nc(-c3ccccc3Cl)no2)cc1,-3%,9%,-6%
Cc1c(C(=O)OCC(=O)c2c(N)n(CC(C)C)c(=O)n(C)c2=O)oc2ccccc12,23µM*,-2%[56.1 µM],?
CCCCS(=O)(=O)c1sc2nc3c(cc2c1N)CCCC3,23µM*,-4%,12µM*
CCc1cccc(NC(=O)C(NS(=O)(=O)c2ccc3nc(C)sc3c2)C(C)C)c1 (configuration not stated),-19%,6%,-8%
COc1ccc(CNC(=O)C2Cc3c(-c4cccc(F)c4)ccnc3O2)cc1OC (configuration not stated),?,/,8.2µM*
Cc1ccc(C(CC(=O)O)C2CCOC(C)(C)C2)cc1 (configuration not stated),-10%,4%,-11%
COc1cccc2ccc(CN3CCC4(CC3)c3ccccc3[C@@H](NC(=O)c3ccccc3)[C@@H]4O)nc12,?,/,?
COc1ccc(S(=O)(=O)N(C)c2ccc(C(=O)NCc3ccccn3)cc2)cc1,-30%,3%,?
COC(=O)c1c(C)[nH]c(C)c1-c1ccc([N+](=O)[O-])cc1,?,6%,?
CCn1nnnc1SCC(=O)N1CCCCC1,-5%,2%,2%
COc1ccc(-n2c(Cn3nnc4ccccc43)nnc2SCC(=O)O)cc1,-1%,4%,-13%
CC(C)c1nnc(N2C(=O)c3oc4ccccc4c(=O)c3C2c2ccco2)s1 (configuration not stated),?,2%,?
Cc1cn(CC(=O)NCCc2c[nH]c3ccccc23)c(=O)[nH]c1=O,-5%,/,-27%
Cc1c(C(=O)Nc2nc(-c3ccccn3)cs2)oc2ccccc12,3.7µM*,-2%,5.2µM*
NC(=O)C1CCN(C(=O)COc2cccc3ccccc23)CC1,?,0%,-26%
CN(C)S(=O)(=O)c1ccc2c(c1)nc(CCC(=O)NCc1ccc(Cl)cc1)n2C,-5%,2%,0%
Cn1nc(C(F)(F)F)c(-c2ccc(Br)cc2)c1NC(=O)c1nccnc1C(=O)O,18%,8%,17%
CC1CCc2c(sc3ncn(CCO)c(=O)c23)C1 (configuration not stated),2%,-4%,9%
CS(=O)(=O)N1CCC(C(=O)Nc2cccc(Cl)c2Cl)CC1,-13%,/,-1%
O=C(CN1C(=O)C2C3C=CC(C4CC34)C2C1=O)Nc1cnc2ccccc2c1 (configuration not stated),?,-5%,?
CC(C)(C)C1=NN=C2c3ccccc3C(=O)C21 (configuration not stated),?,0%,-5%

Remaining list, next part
Molecule,TDP1 cell noCPT,TDP1 block,DT40 TDP1 CPT
CCOc1ccc(OCCC(=O)Nc2ccc3c(c2)OCO3)cc1,-7%,0%,-19%
Cc1c(Cl)cccc1NC(=O)c1cc(-c2ccco2)on1,-4%,9%,-6%
Cn1c(=O)c(-c2cc(F)cc(F)c2)nc2cnc(Nc3ccccc3)nc21,?,/,?
CC1(C(=O)NCc2ccccc2)Oc2ccccc2NC1=O (configuration not stated),-12%,5%,7%
Cn1c2ccccc2c(=O)c2ccc(C#CC3(N)CCCCC3)cc21,13µM*,/,-96%
O=C(O)/C=C\C(=O)Nc1ccc(F)c(F)c1F,-1%,0%,3%
O=C1[C@H](Cc2ccccc2)NCCCC[C@@H](c2ccco2)N1Cc1ccccc1,13µM*!,/,?
COc1ccc(CN(CC(=O)NCc2ccc(F)cc2)C(=O)CCC(=O)Nc2nccs2)cc1,?,7%,?
Cc1ccc(/C=N/n2nnnc2N)o1,1%,2%,-15%
CCN(Cc1ccccc1)C(=O)c1cn(-c2cccc(OC)c2)c(=O)c2ccccc12,?,-4%,18µM*
O=C(CCc1nc2ccccc2s1)N1CCOc2ccc(CN3CCc4sccc4C3)cc2C1,?,/,0%[9.04 µM]
CCCC(C)NC(=O)c1cc(S(=O)(=O)N2CCCCCC2)ccc1OC (configuration not stated),?,0%,-18%
Cc1cc(C)c(NC(=O)CSc2n[nH]c(-c3ccccc3Cl)n2)c(C)c1,6.5µM*,5%,?
CS(=O)(=O)c1ccc2c(c1)sc1nc(=O)c(/C=C3/C=CC(=O)C(O)=C3)c(N)n12,-6%,-10%,-21%
Cc1nn(C)c(C)c1S(=O)(=O)N1CCC(CO)(CC2CCCCO2)CC1 (configuration not stated),1%,4%,3%
Cc1cccc(NC(=O)c2nc(S(C)(=O)=O)ncc2Cl)c1,0.92µM*,3%,0.65µM*
COc1cc(C2NC(=O)c3ccccc3O2)ccc1OC(C)C (configuration not stated),2%,/,-23%
CN1C(=O)N(c2ccccc2)C(Nc2nncs2)C1(C)C (configuration not stated),2%,/,0%
O=C(COc1cccc2ccccc12)N/N=C/c1ccncc1,-21%,5%,-19%
COc1ccc(C(=O)N2CCC3(CC2)CN(Cc2ccc(C#N)cc2)C3)cc1,?,/,?
C/C(=N\NC(=O)CSc1nc(C)[nH]c1[N+](=O)[O-])c1ccc(F)cc1,-14%,6%,-4%
CC(=O)c1ccccc1NC(=O)COC(=O)c1c(C)nn(-c2ccccc2)c1C,15µM*,-2%,?
CCOc1ccc(Nc2c(S(=O)(=O)c3ccc(Cl)cc3)cnc3ccc(OC)cc23)cc1,?,2%,?
CSc1nc2[nH]ncc2c(=O)n1-c1ccccc1,?,1%,?
O=C(NN=C1CCCC1)c1ccccc1OCc1ccc(Cl)cc1,?,1%,28%

(further entries)
Molecule,TDP1 cell noCPT,TDP1 block,DT40 TDP1 CPT
CCOc1ccccc1NC(=O)NC1CCCCCCC1,8%,2%,-8%
CC(C)=CCc1c(O)cc2oc(C)cc(=O)c2c1O,?,-8%,?
Cc1ccc(S(=O)(=O)NC(=O)Nc2cc(C)ccc2F)cc1,-5%,2%,-1%
C[C@H]1CN([C@@H](C)CO)C(=O)c2cccc(NC(=O)c3cnccn3)c2O[C@@H]1CN(C)S(=O)(=O)c1ccc(F)cc1,?,0%,11%
COc1cc(/C=N/NC(=O)CNC(=O)c2ccc3c(c2)OCCO3)ccc1O,-18%,3%,0%
Nc1nc(SCC(=O)Nc2cc(Cl)c(Cl)cc2Cl)n[nH]1,?,0%,-21%
O=C(OCC#Cc1c(COC(=O)c2ccccc2)nnn1Cc1ccccc1)c1ccccc1,?,-1%,18µM*
CCCCN(CCCC)S(=O)(=O)c1ccc(NS(=O)(=O)c2ccc(NC(C)=O)cc2)cc1,-8%,6%,-10%
O=C1c2ccccc2-c2onc3c(Br)cc(NC4CCCCC4)c1c23,-11%,4%,-9%
CC(C)(C)OC(=O)N1CCC[C@H]1C(=O)Nc1ccc(S(=O)(=O)C(F)F)cc1,?,/,13µM*
